S1P1 ag: S1P1 (human) receptor agonism | P21453 | S1P1 agonist cell-based reporter assay | activation, % at 4.5 µM | 16,000 compounds, 1.5% hits | AID 1044; in the data active means activation above about 80%
OPRK1 antag MB: antagonists of human kappa opioid receptor OPRK1, Maybridge library; P41145; OPRK1 cells, antagonist mode, fluorescence readout; inhibition, % at 9 µM; 16,000 compounds, 0.4% hits; AID 652031; in the data active means inhibition above about 50%
Target sequence (P41145 whole entry, looked up): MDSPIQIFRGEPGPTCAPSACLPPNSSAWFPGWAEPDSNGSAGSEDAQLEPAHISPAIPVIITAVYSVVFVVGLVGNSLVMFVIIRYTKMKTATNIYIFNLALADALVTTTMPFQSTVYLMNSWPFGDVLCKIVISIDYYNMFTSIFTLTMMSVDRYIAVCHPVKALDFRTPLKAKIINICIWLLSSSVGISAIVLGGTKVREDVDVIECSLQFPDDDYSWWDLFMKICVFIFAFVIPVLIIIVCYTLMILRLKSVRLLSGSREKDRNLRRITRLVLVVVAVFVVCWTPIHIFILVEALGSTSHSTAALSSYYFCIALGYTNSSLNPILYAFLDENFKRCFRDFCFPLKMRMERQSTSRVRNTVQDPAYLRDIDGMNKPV
NOTCH agonist: activates NOTCH signaling in reporter cells. NOTCH signaling luciferase reporter cells, luminescence. AID 434982. activation, % at 2.5 µM. 15,000 compounds, 0.4% hits; in the data active means activation above about 2.2%
PME-1 Maybr inh: PME-1 (human) inhibition, Maybridge primary screen; 16,000 compounds, 0.5% hits; inhibition, % at 9 µM; recombinant PME-1, FP-Rh probe fluorescence polarization; in the data active means inhibition above about 30%
rat GALR2 ag: agonists of rat galanin receptor 2 (GALR2). O08726. 16,000 compounds, 0.5% hits. cell-based GALR2 agonist screen. activation, % at 10 µM; in the data active means activation above about 15%
Target sequence (O08726 whole entry, looked up): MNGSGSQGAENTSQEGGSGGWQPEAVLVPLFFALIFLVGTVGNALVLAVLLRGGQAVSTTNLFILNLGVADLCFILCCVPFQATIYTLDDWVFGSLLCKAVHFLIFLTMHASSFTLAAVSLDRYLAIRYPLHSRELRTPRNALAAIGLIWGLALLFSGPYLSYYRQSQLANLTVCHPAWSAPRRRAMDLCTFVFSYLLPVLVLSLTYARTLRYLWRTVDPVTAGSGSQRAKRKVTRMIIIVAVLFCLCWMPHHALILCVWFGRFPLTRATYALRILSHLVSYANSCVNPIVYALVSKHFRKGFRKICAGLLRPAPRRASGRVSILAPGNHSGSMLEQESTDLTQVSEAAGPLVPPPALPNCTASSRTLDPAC
Nox1 inhibitor: blocks human NADPH oxidase 1 activity | HT29 cells, luminol chemiluminescence ROS | AID 1792 | 16,000 compounds, 0.81% hits | inhibition, % at 6.7 µM | Q9Y5S8
Luminol counter: counter-screen for Nox1 inhibitors: inhibitors of luminol chemiluminescence; 16,000 compounds, 0.4% hits; HRP/luminol/H2O2 chemiluminescence counterscreen; inhibition, % at 6.7 µM; further: reference of the scale not given here
TLR4-MyD88 inh: blocks binding of human TLR4 to MyD88; 16,000 compounds, 0.06% hits; AID 811; inhibition, % at 10 µM; O00206; Cell-based TLR4-MyD88 binding inhibition assay; in the data active means inhibition above about 45%
* = called active by the depositor; x = not tested or not shown. Unless noted, no stated cut-off is given here; in the data, active means inhibition above about 75%; inactive means the rest.

Molecule	S1P1 ag	OPRK1 antag MB	NOTCH agonist	PME-1 Maybr inh	rat GALR2 ag	Nox1 inhibitor	Luminol counter	TLR4-MyD88 inh
CCOC(=O)c1cc(C(C)(C)C)n(-c2ccc(N3CCOCC3)cc2)c1C	-6	-12	0.3	0	-5	-50	-1	-4
S=c1sc2c(s1)SCC1(CS2)OCCO1	7	1	-0.7	-1	-7	-49	2	3
O=C(Cc1ccccc1)NC1=NCCS1	-9	0	-5.5	-4	-5	-19	0	3
O=C(Nc1ccc(Oc2ccccc2)cc1)c1cnccn1	67	-5	-0.2	1	-4	-24	-3	2
N#CC1CN(Cc2ccccc2)CN(Cc2ccccc2)C1	9	-15	-0.6	2	-7	-34	0	0
CCOC(=O)C(C#N)=C1CCCC1	-12	-7	-0.9	-1	-6	-19	-2	-3
O=S(=O)(NCc1ccco1)c1ccc(Cl)c(Cl)c1	-5	-10	-0.3	0	-6	-3	-2	-5
COC(=O)c1sc2ncccc2c1N	-6	-17	-0.1	-2	-7	-9	2	-3
O=C(O)C1CC(C(F)(F)F)CC(C(F)(F)F)C1 (stereo unspecified)	3	11	-0.2	-3	-4	-43	2	-7
N#CC(=C1C=CC(=NO)C=C1)c1ccccc1	12	29	-1.4	1	-9	37	-3	2
Fc1ccc(C2Sc3ccccc3N=C3c4ccccc4OCC32)cc1 (stereo unspecified)	-25	2	-0.3	-1	-8	14	-7	-12
Cc1cc(NC(=O)COCC(=O)O)n(C)n1	-12	-10	-0.9	-1	-5	-62	2	-3
Nc1ccccc1Sc1ccc(Cl)cc1[N+](=O)[O-]	36	16	-0.9	4	-8	-32	3	-4
Cn1c(=O)c(C#N)c(-c2cccs2)n2cnnc12	-22	4	-0.5	2	0	-71	4	-2
CC(C)(C)OC(=O)N1CCC(C(N)=O)CC1	-17	-8	-0.3	-2	-6	-22	3	-8
O=C(ON=C(c1cccs1)c1cccs1)c1ccc(Cl)cc1	-21	-5	0.6	-1	5	8	-5	-6
C=CCNC(=S)NNC(=O)CSc1ccccc1[N+](=O)[O-]	9	-25	-0.6	-2	-4	-19	3	0
NC(=S)CS(=O)(=O)c1ccc(C(F)(F)F)cc1	-6	-6	-0.7	2	-7	20	24	-1
COc1cc(NC(=O)c2ccc3snnc3c2)cc(OC)c1	-3	15	0.2	4	-3	6	-5	8
COC(=O)c1ccc2nc[nH]c2c1	-17	-16	-0.5	0	-6	-62	2	2
O=C(O)CCCc1ccc2c(c1)OCCO2	9	12	-0.7	2	-6	-36	3	9
COc1ccc(Br)c(C(=O)NC(C)(C)CO)c1	-3	4	x	0	-13	-2	4	0
Cc1ccc(OC(=O)c2sc3ccccc3c2Cl)c([N+](=O)[O-])n1	1	-13	-0.1	4	-7	-15	-4	-7
Cn1nc(NC(=O)C2CCC2C(=O)O)c2c(F)cccc21 (stereo unspecified)	-8	-4	-0.1	0	-7	11	-15	1
CC(C)S(=O)(=O)c1csc(C(=O)NN)c1Cl	1	-8	0.3	2	-8	-20	2	0
COc1cccc(CC(=O)NNC(=O)c2snnc2C)c1	6	10	-0.7	1	-4	-4	-1	-8
O=C(N/N=C/c1ccc(Cl)cc1Cl)/C(=C/c1cccs1)NC(=O)c1ccccc1	13	12	0.0	6	-3	24	-4	-7
O=c1oc2c(c(O)c1Cc1ccccc1)c(=O)[nH]c1ccccc12	1	3	x	1	-7	-42	0	2
N#CC(N=Nc1ccc2c(c1)COCO2)S(=O)(=O)c1ccccc1 (stereo unspecified)	10	0	-0.7	5	-3	-37	21	0
CCOC(=O)C1CCc2sc(N)c(C#N)c21 (stereo unspecified)	-3	-14	-0.3	6	-4	-19	3	-5

Retrieved by structure from the list above:
Molecule	S1P1 ag	OPRK1 antag MB	NOTCH agonist	PME-1 Maybr inh	rat GALR2 ag	Nox1 inhibitor	Luminol counter	TLR4-MyD88 inh
COc1ccc(Br)c(C(=O)NC(C)(C)CO)c1	-3	4	x	0	-13	-2	4	0
Cn1c(=O)c(C#N)c(-c2cccs2)n2cnnc12	-22	4	-0.5	2	0	-71	4	-2

Further results follow:
Molecule	S1P1 ag	OPRK1 antag MB	NOTCH agonist	PME-1 Maybr inh	rat GALR2 ag	Nox1 inhibitor	Luminol counter	TLR4-MyD88 inh
Cc1ccc(/C=C2/SC(=S)N(CCc3ccc(Cl)cc3)C2=O)o1	32	17	-0.6	-11	-6	-34	7	-1
CCOC(=O)CC(=O)Nc1ccn(C)n1	-9	10	0.0	3	-2	-31	1	1
Cn1nc(-c2ccccc2)[nH]c1=O	7	11	-0.2	5	-4	8	-6	0
O=C1CCN=C(Nc2ccc(F)c(Cl)c2)S1	-1	16	-0.6	3	0	-8	4	3
CC1=NN(C)C(=O)/C1=N\OS(=O)(=O)c1ccc(Cl)cc1	-5	0	-0.5	3	-6	-61	6	9
Cc1cc(-n2cnc(-c3cn[nH]c3C)n2)no1	12	6	-0.3	2	-5	2	-1	8
CS(=O)(=O)N1CCN(c2ncc(C(F)(F)F)cc2Cl)CC1	-5	2	-0.6	-4	-7	-19	3	16
O=c1cc(-c2cccnc2)nc2cc(-c3ccco3)[nH]n12	-4	14	-0.8	-1	-2	-48	9	-3
Cc1ccc(S(C)(=O)=NC(=O)CSc2ccc(Cl)cc2)cc1 (stereo unspecified)	0	11	-0.2	3	-1	-18	-1	-2
FC(F)(F)c1ccnc(NCCNC(=S)NCc2ccco2)n1	-13	-16	-0.1	2	-5	-20	-2	-3
CCCSc1ccc([N+](=O)[O-])c(NC(=NCCS(=O)(=O)O)NC(=O)OC)c1	-14	-7	-0.1	3	-5	-22	-4	-3
O=C(/C=C/c1ccccc1)NNC(=O)c1sccc1-n1cccc1	15	-2	-0.3	0	-4	-109	-2	18
O=C(O)c1sccc1S(=O)(=O)Nc1ccccc1N1CCOCC1	5	0	0.5	6	-2	-22	5	0
O=C(Nc1cccnc1)C1CCCS1 (stereo unspecified)	1	-2	-0.7	2	-5	-3	-4	4
COc1ccc(Oc2cccc(Cl)c2CNC(=O)CSCC(=O)O)cc1	-11	10	0.1	4	-5	-63	-3	-2
O=C(O)C(c1ccc(Cl)cc1)c1ccc(Cl)cc1	23	23	-0.2	9	-6	26	-7	5
O=C(NCCSCc1c(F)cccc1Cl)Nc1cccc(C(F)(F)F)c1	26	-24	-0.5	-96	-7	33	-2	-9
O=C1OC2(O)C3C4C=CC(C4)C3C(=O)N2c2c(Br)cc(Br)cc21 (stereo unspecified)	7	-18	-0.6	1	-5	-4	-3	-2
CN(C(=O)COc1ccc([N+](=O)[O-])cc1)C1CCS(=O)(=O)C1 (stereo unspecified)	1	18	-0.1	-1	-7	-10	1	-1
CC(=C\c1cccc([N+](=O)[O-])c1)/C(C)=N/O	-13	-3	0.7	3	-5	-8	-4	-2
O=C(CC(C(=O)c1cccnc1)c1ccc2c(c1)OCO2)c1ccc(Cl)cc1 (stereo unspecified)	24	-2	-0.1	-3	-4	-43	0	4
N#Cc1cccc(CSc2ccc(Cl)cc2)c1	-4	10	-0.1	2	-6	13	-1	-3
Oc1ccccc1C=NCCN=Cc1ccccc1O	-10	8	-0.7	5	-4	-14	-3	-18
Cn1nc(C(F)(F)F)c2cc(C(=O)O)sc21	-3	14	-0.6	5	-5	7	-4	3
C=C1SC(Nc2cccc(Cl)c2)=NC1(C)C	-6	20	0.2	5	-2	24	-4	-6
Cc1c(-c2nc(-c3ccc([N+](=O)[O-])o3)no2)n(C)oc1=O	-11	4	0.7	-5	-11	-9	3	2
Cc1sc(NC(=O)CN2CCOCC2)c(C#N)c1C	6	-7	-0.1	-2	2	-95	9	-6
CC(C)(C)[C@H]1COC(CC2=N[C@@H](C(C)(C)C)CO2)=N1	0	5	-0.5	-1	-9	-57	2	1
CC(=O)OC[C@H]1O[C@@H](NC(N)=O)[C@H](OC(C)=O)[C@@H](OC(C)=O)[C@@H]1OC(C)=O	5	-9	-0.5	2	-4	-45	-1	-4
Cn1c(-c2ccco2)n[nH]c1=S	0	-3	-5.3	-2	-6	-36	1	2
c1ccc(-c2[nH]c3ccccc3c2-c2ccccc2)cc1	-14	14	-0.4	14	-8	-20	-4	-5
COc1ccc(OCCNC(=O)c2ccc3nccnc3c2)cc1	-2	34	0.2	6	-5	-3	-6	-1
COC(=O)C1C(c2ccccc2)NC(c2ccccc2)C(C(=O)OC)S1(=O)=O (stereo unspecified)	-1	-25	-0.3	4	-7	13	-7	-10
COc1ccccc1N1CCN(C(=O)c2c(C)noc2C)CC1	-12	5	-0.6	-2	-3	-8	0	0
O=C1CN(c2cc(Cl)cc(Cl)c2)C(=O)CN1/N=C/c1cccnc1	26	5	x	0	-8	-33	4	4
NNC(=O)Cn1nnc(-c2cccc([N+](=O)[O-])c2)n1	-2	2	0.0	3	-4	4	8	0
Cc1nnsc1C(=O)Nc1ccc(-n2nc(C(F)(F)F)cc2C(F)(F)F)cc1	99*	-4	-0.7	-6	-11	-43	2	x
CCOC(=O)c1sc(/S(C)=N/C(=O)Nc2ccccc2Cl)c2c1CCC=C2 (stereo unspecified)	-23	21	-0.1	7	-3	25	-6	7
N#C/C(=C\c1ccccc1OC(F)(F)F)S(=O)(=O)c1ccccc1	5	-12	0.0	0	-5	-8	-3	-11
CC1CCc2c(sc3ncnc(SCc4ccc([N+](=O)[O-])cc4)c23)C1 (stereo unspecified)	-4	1	0.0	0	-8	8	-2	-10
Cn1cc(NC(=O)OC(C)(C)C)cc1C(=O)O	-8	14	-0.9	1	-8	-59	1	2
CC(C)c1ccc(NC(=S)NNC(=O)NC(=O)c2csc([N+](=O)[O-])c2)cc1	2	-4	-0.2	-2	-7	48	6	0
CNC(=S)N(Cc1ccccc1)Cc1cccs1	-2	-9	-0.3	-13	-5	-9	3	2
Cc1ccc2c(c1C)NC(=O)CC(c1ccccc1O)=N2	-29	-18	-0.4	-6	-6	9	3	-7
CSc1nc(N)c2ccccc2n1	-14	13	-0.5	4	-9	24	-4	-10
ON/C=N/c1nnc(Cc2ccc(F)cc2)s1	-3	10	-0.2	0	-4	-23	1	-4
COC(=O)c1c(C)oc(C)c1S(=O)(=O)NC(C)(C)C	-12	-12	-0.6	-1	-3	-14	-2	-15
CN(Cc1ccccc1Cl)C(=O)c1cnccc1C(F)(F)F	-1	-9	-0.5	8	-2	15	-4	-4
OC(c1ccc(Br)cc1)C1CC1 (stereo unspecified)	26	-1	-0.6	2	-5	-45	3	7
CC(Nc1ccccc1)C1CC1 (stereo unspecified)	-2	15	0.4	6	-5	16	-4	-2
COc1c(C(=O)Nc2nnc(C3CC3)s2)csc1Cl	-3	-3	-0.5	-4	-8	-42	3	3
CC(C)NC(=O)NC1CCCCNC1=O (stereo unspecified)	-11	21	-0.3	2	-7	-23	-1	-3
CCOC(=O)C1=C(C)NC(=O)NC1c1ccc(CN2C(=O)c3ccccc3C2=O)o1 (stereo unspecified)	-20	-9	-0.2	3	-7	-12	-3	-3
O=C(CN1CCN(c2ccc(C(F)(F)F)cn2)CC1)NCc1ccc2c(c1)OCO2	-3	5	0.6	16	-7	-40	2	8
Cc1cc(C)nc(NC=C2C(=O)OC(C)(C)OC2=O)n1	-3	5	-0.3	-4	-7	16	1	0
COC(=O)c1c(OC)ccc(NC(=O)CSc2nc(C)cc(C)n2)c1OC	0	4	0.0	-1	-8	-84	0	10
CCCCOC(=O)NC(NN1CCN(C)CC1)(C(F)(F)F)C(F)(F)F	16	10	-0.6	-1	-9	-96	3	6
Nc1nccc(-c2cccc(Cl)c2F)n1	-9	-2	-0.2	-2	-4	-31	-3	8
O=C(Nc1ccccc1)c1ccc2ccccc2c1O	35	3	0.2	-2	-6	17	-5	-3

An excerpt from above in order of number of heavy atoms, highest first.
Molecule	S1P1 ag	OPRK1 antag MB	NOTCH agonist	PME-1 Maybr inh	rat GALR2 ag	Nox1 inhibitor	Luminol counter	TLR4-MyD88 inh
COC(=O)c1c(OC)ccc(NC(=O)CSc2nc(C)cc(C)n2)c1OC	0	4	0.0	-1	-8	-84	0	10
O=C1CN(c2cc(Cl)cc(Cl)c2)C(=O)CN1/N=C/c1cccnc1	26	5	x	0	-8	-33	4	4
COc1ccccc1N1CCN(C(=O)c2c(C)noc2C)CC1	-12	5	-0.6	-2	-3	-8	0	0
ON/C=N/c1nnc(Cc2ccc(F)cc2)s1	-3	10	-0.2	0	-4	-23	1	-4
CC(C)NC(=O)NC1CCCCNC1=O (stereo unspecified)	-11	21	-0.3	2	-7	-23	-1	-3
